# Screening results (PubChem BioAssay)
# Rac1 act GTP bind: human Rac1 activated mutant GTP binding change. actives 0.11% (n = 190,000). AID 764. percent activity (GTP binding), % at 10 µM. GST-Rac1 activated beads, fluorescent GTP binding, flow cytometry; actives lie on both sides; 100% means binding = to untreated wells;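 active = GTP binding at least 20 percentage points away from the 100% baseline, in either direction, so actives lie on both sides; inconclusive = Compound likely fluorescent itself, or too few beads counted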
# Bim-Bcl-2: inhibitors of Bim-Bcl-2 interaction, human. AID 950. actives 0.06% (n = 190,000). P10415. inhibition, % at 10 µM. Bead-based flow cytometry, Bim peptide-Bcl-2 binding; in the data active = inhibition above about 40%; inconclusive = no clear call, values can overlap the other calls;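 note: 0% = no compound wells with probe peptide and 100% = reference peptide inhibitor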
# Rac1 wt GTP bind: human Rac1 wildtype GTP binding, inhibitors and activators; GST-Rac1 beads, fluorescent GTP binding, flow cytometry; actives lie on both sides; 0 = cold GTP competed, 100 = untreated; actives 0.27% (n = 190,000); P63000; GTP binding activity (% of control), % at 10 µM; AID 757;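 active = GTP binding activity at least 20 points away from the 100% control level, either lower or higher; inconclusive = compound flagged as likely green fluorescent, judged across all proteins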
# Bcl-XL Bim block: human Bim-Bcl-XL interaction inhibition; Q07817; actives 0.04% (n = 190,000); inhibition, % at 10 µM; Bim peptide-Bcl-XL binding, bead flow cytometry, fluorescence; AID 1007
# Target sequence (Q07817 whole entry, looked up): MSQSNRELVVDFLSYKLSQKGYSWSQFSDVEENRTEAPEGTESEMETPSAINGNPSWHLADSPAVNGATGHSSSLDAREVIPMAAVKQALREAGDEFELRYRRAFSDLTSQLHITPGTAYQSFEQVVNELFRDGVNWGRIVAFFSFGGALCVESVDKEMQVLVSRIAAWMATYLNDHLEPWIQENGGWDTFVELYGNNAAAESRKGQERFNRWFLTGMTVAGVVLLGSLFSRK
# Cdc42 wt: human Cdc42 wildtype GTP binding change, either direction. P60953. GST-Cdc42 beads, Bodipy-GTP binding, flow cytometry; actives lie on both sides. percent activity (GTP binding), % at 10 µM. actives 0.2% (n = 190,000);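 active = percent activity GTP binding at least 20 points away from the 100% baseline, either down as inhibitor or up as activator; inconclusive = compound flagged as likely green fluorescent from well-wide comparison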;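 note: median bead fluorescence of bound Bodipy-FL-GTP at 100 nM; 0% = excess unlabeled GTP control and 100% = no compound control; below 100% means less GTP binding so inhibitor and above means activator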
# Target sequence (P60953 whole entry, looked up): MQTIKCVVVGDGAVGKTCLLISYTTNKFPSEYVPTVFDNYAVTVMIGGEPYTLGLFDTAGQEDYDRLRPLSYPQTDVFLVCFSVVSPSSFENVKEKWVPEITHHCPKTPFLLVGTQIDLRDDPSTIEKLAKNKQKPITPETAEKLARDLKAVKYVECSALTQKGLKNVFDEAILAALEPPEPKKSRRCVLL
# Rab2 wt GTP: changes GTP binding to wildtype dog Rab2A, up or down. P61105. GST-Rab2 wt beads, Bodipy-GTP binding, flow cytometry. GTP binding activity, % at 10 µM. actives 0.19% (n = 190,000). AID 760;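 active = GTP binding activity at least 20 points away from 100%, either lowered or raised; inconclusive = signal likely due to the compound's own green fluorescence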;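 note: 0% = beads with excess unlabeled GTP and 100% = no-compound control corrected for plate trend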
# Bfl-1 Bim block: human Bim-Bfl-1 interaction inhibition; actives 0.12% (n = 190,000); Bead-based flow cytometry, Bim-Bfl-1 binding inhibition; inhibition, % at 10 µM; Q16548;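 note: 0% = wells without compound plus tracer and 100% = blocker peptide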
# Rab7 wt GTP bind: alters GTP binding to wildtype dog Rab7; GST-Rab7 beads, fluorescent GTP binding, flow cytometry; actives lie on both sides; untreated = 100%, excess cold GTP = 0%; GTP binding activity (percent of control), % at 10 µM; actives 0.055% (n = 190,000);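 active = fluorescent GTP binding to Rab7 beads changed by at least 20 points from the 100% baseline, either direction, mostly lower; inconclusive = compound itself probably fluorescent, or too few beads counted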;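 note: median green fluorescence of bound Bodipy-FL-GTP per Rab7 bead population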
# Bcl-W Bim block: human Bim-Bcl-W interaction inhibition; actives 0.02% (n = 190,000); inhibition, % at 10 µM; bead-based flow cytometry, Bim peptide-Bcl-W binding; Q92843;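 note: 0% = bound tracer without compound and 100% = peptide blocker; higher means less fluorescent Bim peptide bound to Bcl-W beads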
# Target sequence (Q92843 whole entry, looked up): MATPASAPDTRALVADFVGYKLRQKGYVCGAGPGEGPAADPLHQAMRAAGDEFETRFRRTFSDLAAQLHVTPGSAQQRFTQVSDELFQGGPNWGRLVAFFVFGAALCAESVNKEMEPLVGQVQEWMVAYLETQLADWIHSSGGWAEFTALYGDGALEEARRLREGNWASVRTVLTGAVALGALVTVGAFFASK
# HRas wt GTP bind: modulators of GTP binding to human HRas wildtype | GST-Ras wt beads, Bodipy-FL-GTP binding, flow cytometry; actives lie on both sides | GTP binding activity, % at 10 µM | actives 0.14% (n = 190,000) | AID 759;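 active = GTP binding activity at least 20% away from the 100% baseline, either lowered as inhibitor or raised as activator; inconclusive = flagged as likely green fluorescent, judged across all proteins in the well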;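 note: 0% = unlabeled GTP competition control and 100% = no-compound control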
# Target sequence (P01112 whole entry, looked up): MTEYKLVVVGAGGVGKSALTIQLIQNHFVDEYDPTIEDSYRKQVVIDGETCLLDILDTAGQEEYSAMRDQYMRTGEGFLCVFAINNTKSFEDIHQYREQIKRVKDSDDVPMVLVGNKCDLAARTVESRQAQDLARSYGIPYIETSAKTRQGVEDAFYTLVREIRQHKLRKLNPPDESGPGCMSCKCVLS
# Bcl-B Bim block: inhibitors of Bim-Bcl-B interaction, human; Q9HD36; bead-based flow cytometry, Bim peptide-Bcl-B binding; inhibition, % at 10 µM; actives 0.073% (n = 190,000); AID 951;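 note: 0% = tracer peptide without compound and 100% = reference inhibitor peptide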
# Target sequence (Q9HD36 whole entry, looked up): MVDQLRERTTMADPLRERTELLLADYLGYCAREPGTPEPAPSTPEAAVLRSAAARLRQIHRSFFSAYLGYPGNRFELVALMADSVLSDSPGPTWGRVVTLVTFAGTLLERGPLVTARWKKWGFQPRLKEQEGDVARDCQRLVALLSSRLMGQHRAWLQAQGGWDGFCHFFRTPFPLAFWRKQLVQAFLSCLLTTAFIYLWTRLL
# Starred values were filed as active, the others as inactive; u = inconclusive; & = joins results of further samples. Cut-off read from the data, not from the text of the source, unless noted: active = inhibition above about 40%.
SMILES,Rac1 act GTP bind,Bim-Bcl-2,Rac1 wt GTP bind,Bcl-XL Bim block,Cdc42 wt,Rab2 wt GTP,Bfl-1 Bim block,Rab7 wt GTP bind,Bcl-W Bim block,HRas wt GTP bind,Bcl-B Bim block
COc1cc(/C=C/C(=O)OCC(=O)Nc2cccc(Oc3ccccc3)c2)ccc1O,95,-4,96,-8,93,94,-2,94,-3,95,-9
COc1ccc(-c2noc(CN3CCN(c4ccccc4)CC3)n2)cc1,97,-1,98,2,97,98,2,98,0,97,0
O=C(Cc1ccccc1)Nc1cccc(C(=O)N/N=C/c2ccco2)c1,95,-3,104,-7,100,98,-3,95,-5,97,-2
COCCNC(=S)NNc1cccc(C(=O)O)c1,96,-6,101,-12,101,102,12,105,-6,102,-63
CC1(C(=O)O)CCC(C(=O)N2CCCCC2)C1(C)C (stereo not given),98,-5,104,-4,95,101,-2,105,0,101,-1
CC(NC(=O)Nc1nnc(C(F)(F)F)s1)N1C(=O)C2C3C=CC(C3)C2C1=O (stereo not given),100,-6,106,-10,100,102,-20,99,-6,102,-9
Cn1nnnc1Sc1ccc([N+](=O)[O-])cc1Cl,93,2,97,2,101,98,0,94,0,93,0
CN1CCN(C(=O)/C=C/c2ccc3c(c2)OCO3)CC1,99,-5,103,-5,100,100,-12,101,-3,101,-5
COc1ccc(C(=O)Nc2ccc(Cl)cn2)cc1Cl,94,-7,105,-8,99,96,-9,102,4,98,-7
CC(=O)c1ccc(CCCCCCCCCC(=O)O)s1,99,-4,102,-2,102,103,-3,94,-3,102,-1
Cc1nc2ccccc2n1CCc1nc2c3ccccc3nc(=S)n2[nH]1,100,-3,103,0,103,97,-5,98,2,100,-7
O=C(Nc1c2c(nn1-c1ccccc1)CS(=O)C2)c1ccc(S(=O)(=O)N2CCOCC2)cc1 (stereo not given),95,-1,103,-2,106,103,2,103,-3,100,-4
CCNC(=O)n1cc(-n2cncn2)c(-c2ccc(Cl)cc2)n1,94,0,96,-3,95,97,-4,101,-4,97,-7
Cc1c(C(=O)N2CCOCC2)[nH]c2c1C(=O)CC(c1ccccc1Cl)C2 (stereo not given),u,-4,u,3,u,u,-9,u,-2,u,-6
COC(=O)c1[nH]c2ccc(C)cc2c1NC(=O)CN1CCc2cc(OC)c(OC)cc2C1,100,-3,104,1,102,100,-2,101,-2,102,-2
Fc1ccc(-c2nnc(CN3CCN(c4ncc(C(F)(F)F)cc4Cl)CC3)o2)cc1,102,-5,106,-5,103,102,-8,100,1,104,-3
CC(C)CNC(=O)COC(=O)c1cc(S(=O)(=O)N2CCCCC2)ccc1N1CCOCC1,100,-2,103,-1,105,106,-1,97,-2,104,0
CC(=O)c1cccc(NC(=O)CC2Oc3ccc(C)cc3NC2=O)c1 (stereo not given),96,-7,105,-3,102,100,-7,103,0,103,-5
C/C(=N\Nc1ccc(F)cc1F)c1cccs1,97,2,96,-5,94,95,-3,99,-4,98,0
COc1cc(/C=N\NC(=O)CNC(=O)C2COc3ccccc3O2)ccc1O (stereo not given),u,-4,u,-3,u,u,-4,u,-2,u,-6
CC(=O)c1ccc(NC(=S)NC(=O)CC(C)C)cc1,100,-14,106,-6,102,100,-9,102,-4,101,-7
CCCCNC(=S)N=Nc1c(O)[nH]c2ccccc12,90,0,83,3,86,84,-2,94,2,87,1
O=C(O)CNC(=O)C(Cc1ccccc1)NC(=O)OCc1ccccc1 (stereo not given),100,-2,104,0,97,99,-9,96,-2,98,-3
CCOC(=O)C1=C(O)CSC1=Nc1cccc(Cl)c1,98,-5,102,-2,101,99,-9,100,-1,102,-6
O=C1CCCc2c1cnc1ncnn21,97,-1,99,-3,99,99,-5,98,-1,100,-5
CC(NC(N)=O)C(=O)OCc1ccc(Cl)cc1Cl (stereo not given),98,-1,100,0,100,96,-1,98,0,98,-1
N[C@@H](Cc1cc(I)c(Oc2ccc(O)c(I)c2)c(I)c1)C(=O)O,93&97,6&3,94&100,3&4,95&101,89&100,7&8,94&102,4&7,92&99,-2&7
COc1ccc(NC(=O)CSc2nncc3ccccc23)cc1,92,0,94,-14,94,95,-3,95,-9,95,-6
CC(C)COc1ccc(C(=O)NC(CC(C)C)C(=O)O)cc1 (stereo not given),100,-6,102,-4,100,103,-9,104,0,103,-8
NC(=O)c1ccc(N2CCN(c3ccccc3F)CC2)c([N+](=O)[O-])c1,94,-3,96,-3,96,99,-5,103,1,96,-2
COc1ccc(CN2CCN(C(=O)CN3C(=O)C4C5C=CC(C5)C4C3=O)CC2)c(OC)c1OC (stereo not given),105,-7,109,-1,113,117,-14,116,-1,112,-9
COc1ccc(C)cc1NC(=S)N1CCN(S(C)(=O)=O)CC1,101,2,105,-4,100,102,0,99,-3,100,-4
CCCCCCOc1ccc(/C=c2\s/c(=C(/C#N)C(=O)NCc3ccco3)n(-c3ccccc3)c2=O)cc1,102,0,105,0,102,98,-9,100,1,101,-3
Fc1ccc(Cn2nnnc2C(c2cccs2)N2CCN(C3CCCCC3)CC2)cc1 (stereo not given),96,-1,100,-2,101,99,-4,100,1,100,-3
CCOc1ccccc1C1CC(=O)Nc2cc3c(cc21)OCCO3 (stereo not given),101,-4,103,-3,104,106,-2,105,-5,103,-6
O=C(NCC1CCCO1)c1ccc(CS(=O)(=O)c2ccc(Cl)cc2)o1 (stereo not given),95,-8,95,-7,97,95,-12,97,0,97,-7
O=c1c(N2CCCCC2)coc2ccccc12,96,-3,96,0,96,96,-4,98,-2,96,1
Cc1c(Cl)cccc1NC(=S)NCc1ccc2c(c1)OCO2,97,-3,101,-9,101,96,-2,95,-4,97,-5
CCOC(=O)c1c(NC(NC(C)=O)C(Cl)(Cl)Cl)sc2c1CCCC2 (stereo not given),98,-2,101,-10,93,97,-2,99,-3,98,-31
CCc1ccc2[nH]c(=O)c(CN(Cc3ccc(F)cc3)C(c3nnnn3CCN3CCOCC3)C(C)C)cc2c1 (stereo not given),101,-5,107,-6,96,99,-6,100,-4,102,10
O=C(O)c1ccc(NC2=C/C(=N/S(=O)(=O)c3ccccc3)c3ccccc3C2=O)cc1,85,12,84,2,83,85,47*,89,19,88,-21
CCCCOc1cccc(C(=O)NC(=S)Nc2cccc(C(F)(F)F)c2)c1,99,-7,101,-10,98,96,-9,95,-5,98,-8
COc1cc(OC)c(C(=O)NCC(c2cccs2)N(C)C)cc1OC (stereo not given),94,-3,97,-3,94,99,-7,103,-1,99,-2
C=CCOc1ccc2ccccc2c1CNc1ncn[nH]1,97,-8,108,-20,102,101,-10,103,5,105,-6
O=C(CNCC1CCCCC1)Nc1ccc(N2CCCCC2)cc1,96,-2,96,-2,92,92,6,94,-2,93,1
O=C(CNC(=O)c1ccc(Oc2ccccc2)cc1)OC1CCCCC1=O (stereo not given),99,-3,105,-4,98,97,-4,99,3,98,2
CN(C)CCCOC(=O)CCc1ccccc1,98,0,100,-2,102,103,-1,104,0,103,-3
CC(C)C(C(=O)OCC(=O)c1ccc2c(c1)NC(=O)CO2)N1C(=O)c2ccccc2C1=O (stereo not given),100,-1,98,-4,96,96,0,96,0,99,-3
Cc1cccc(NC(=O)CSc2n[nH]c(-c3ccncc3)n2)c1,97,-3,101,-4,98,95,-13,98,0,97,-5
CCOC(=O)c1ccc(NC(=O)C(=O)NCc2ccccn2)cc1,95,2,95,0,97,97,7,100,0,95,0
COc1cc(NS(=O)(=O)c2ccc(C)cc2)ccc1-n1cnnn1,101,-9,104,-9,98,100,-10,98,0,101,-18
Cc1nn(Cc2nc(-c3cccs3)no2)c(C)c1Br,98,-6,102,0,96,95,-5,99,4,97,0
COc1cc(C(c2sc3nc(C)nn3c2O)N2CCOCC2)cc(OC)c1OC (stereo not given),96,-2,103,-8,97,100,-1,99,-4,98,-4
O=C(N/N=C\c1cn[nH]c1-c1ccccc1)c1ccc([N+](=O)[O-])cc1,99,0,103,-4,100,101,0,100,-4,100,-9
Cc1cc(NC(=O)CSc2nnc3ccccn23)no1,95,-4,97,-2,100,101,-4,106,-2,98,-3

# 13 of the compounds above, with the structure last:
Rac1 act GTP bind	Bim-Bcl-2	Rac1 wt GTP bind	Bcl-XL Bim block	Cdc42 wt	Rab2 wt GTP	Bfl-1 Bim block	Rab7 wt GTP bind	Bcl-W Bim block	HRas wt GTP bind	Bcl-B Bim block	canonical_smiles
100	-2	103	-1	105	106	-1	97	-2	104	0	CC(C)CNC(=O)COC(=O)c1cc(S(=O)(=O)N2CCCCC2)ccc1N1CCOCC1
96	-7	105	-3	102	100	-7	103	0	103	-5	CC(=O)c1cccc(NC(=O)CC2Oc3ccc(C)cc3NC2=O)c1 (stereo not given)
97	2	96	-5	94	95	-3	99	-4	98	0	C/C(=N\Nc1ccc(F)cc1F)c1cccs1
u	-4	u	-3	u	u	-4	u	-2	u	-6	COc1cc(/C=N\NC(=O)CNC(=O)C2COc3ccccc3O2)ccc1O (stereo not given)
100	-14	106	-6	102	100	-9	102	-4	101	-7	CC(=O)c1ccc(NC(=S)NC(=O)CC(C)C)cc1
90	0	83	3	86	84	-2	94	2	87	1	CCCCNC(=S)N=Nc1c(O)[nH]c2ccccc12
100	-2	104	0	97	99	-9	96	-2	98	-3	O=C(O)CNC(=O)C(Cc1ccccc1)NC(=O)OCc1ccccc1 (stereo not given)
98	-5	102	-2	101	99	-9	100	-1	102	-6	CCOC(=O)C1=C(O)CSC1=Nc1cccc(Cl)c1
97	-1	99	-3	99	99	-5	98	-1	100	-5	O=C1CCCc2c1cnc1ncnn21
98	-1	100	0	100	96	-1	98	0	98	-1	CC(NC(N)=O)C(=O)OCc1ccc(Cl)cc1Cl (stereo not given)
93&97	6&3	94&100	3&4	95&101	89&100	7&8	94&102	4&7	92&99	-2&7	N[C@@H](Cc1cc(I)c(Oc2ccc(O)c(I)c2)c(I)c1)C(=O)O
92	0	94	-14	94	95	-3	95	-9	95	-6	COc1ccc(NC(=O)CSc2nncc3ccccc23)cc1
100	-6	102	-4	100	103	-9	104	0	103	-8	CC(C)COc1ccc(C(=O)NC(CC(C)C)C(=O)O)cc1 (stereo not given)

# An excerpt of these results, with values ahead of the structure:
Rac1 act GTP bind | Bim-Bcl-2 | Rac1 wt GTP bind | Bcl-XL Bim block | Cdc42 wt | Rab2 wt GTP | Bfl-1 Bim block | Rab7 wt GTP bind | Bcl-W Bim block | HRas wt GTP bind | Bcl-B Bim block | SMILES
96 | -2 | 103 | -8 | 97 | 100 | -1 | 99 | -4 | 98 | -4 | COc1cc(C(c2sc3nc(C)nn3c2O)N2CCOCC2)cc(OC)c1OC (stereo not given)
99 | 0 | 103 | -4 | 100 | 101 | 0 | 100 | -4 | 100 | -9 | O=C(N/N=C\c1cn[nH]c1-c1ccccc1)c1ccc([N+](=O)[O-])cc1
